# Screening data as filed in PubChem.
# CCHFV vOTU inh: CCHFV vOTU protease inhibitors, primary screen, biochemical, Pep-AMC substrate, fluorescence; Crimean-Congo hemorrhagic fever virus L polyprotein viral ovarian tumor (vOTU) protease …; inhibition, % at 11.5 µM; AID 651958, 2012; 0.55% of 370,000 active; in the data active = inhibition above about 30%; also: 0% = vehicle wells with enzyme and 100% = no enzyme wells
# * hit, by the source's call. A portion of the library; the hit share may differ from the screen's.
SMILES,CCHFV vOTU inh
Cc1ccccc1NC(=O)OCCCN1C(=O)CCC12CCC(C)CC2 (configuration not stated),6
C[C@@H]1COc2cc(N3CCCC3)ccc2S(=O)(=O)N1C,7
COC(=O)[C@H](C(C)C)N(CCCc1cn(Cc2ccc(C)cc2)nn1)S(=O)(=O)c1ccccc1Br,9
CCOC(=O)c1csc(NC(=O)C2CCCN(S(=O)(=O)c3ccc(C)cc3)C2)n1 (configuration not stated),0
Cc1ccc(S(=O)(=O)Nc2ccccc2C(C(=O)OC(C)(C)C)C(=O)OC(C)(C)C)cc1,20
CCCCNC(=O)C[C@@H]1C[C@@]2(C(=O)OC)CC(C)(C)CC=C2N(Cc2cccc3ccccc23)C1=O,19
CCOC(=O)N1CCN(C(=O)C[C@H]2C[C@@]3(C(=O)OC)C(=C[C@H](C4CCCC4)O[C@@H]3C)N(CCC3=CCCCC3)C2=O)CC1,13
O=C(Nc1ccc(F)cc1)N[C@@H]1C[C@@H]2O[C@H](CO)CC[C@@H]2O[C@@H]1CCc1ccc(C2=CCCC2)cc1,5
CCc1c(-c2ccccc2)ncn1Cc1cccc(-c2ccccc2)c1,17
O=C(NCc1ccccc1)C(c1ccc(C(F)(F)F)cc1)n1c(=O)c(-c2ccccc2)nc2ccccc21 (configuration not stated),9
O=C(NCC1COCCO1)C1CCN(S(=O)(=O)c2ccc(Br)s2)CC1 (configuration not stated),-6
C=CCN(CC#Cc1ccccc1)Cc1ccc2c(c1)OCO2,5

# In the list so far, 4 have a halogen:
SMILES,CCHFV vOTU inh
COC(=O)[C@H](C(C)C)N(CCCc1cn(Cc2ccc(C)cc2)nn1)S(=O)(=O)c1ccccc1Br,9
O=C(Nc1ccc(F)cc1)N[C@@H]1C[C@@H]2O[C@H](CO)CC[C@@H]2O[C@@H]1CCc1ccc(C2=CCCC2)cc1,5
O=C(NCc1ccccc1)C(c1ccc(C(F)(F)F)cc1)n1c(=O)c(-c2ccccc2)nc2ccccc21 (configuration not stated),9
O=C(NCC1COCCO1)C1CCN(S(=O)(=O)c2ccc(Br)s2)CC1 (configuration not stated),-6

# (further entries)
SMILES,CCHFV vOTU inh
NC(=O)[C@@H]1CCCN1C(=O)[C@H]1O[C@@H](n2ccc(N)nc2=O)[C@H](O)[C@@H]1O,-4
CC(=O)N1CCc2cc(S(=O)(=O)NCCC(=O)NCc3ccccc3)ccc21,0
CNC(=O)[C@@H](NC(=O)[C@H](CC(C)C)[C@H](O)C(=O)NO)C(C)(C)C,2
C[C@H]1CN(C(=O)OC(C)(C)C)CCN1c1ccc(N2CC[C@@H](O)C2)c(C#N)c1,23
O=C(C[C@H]1CC[C@@H](NS(=O)(=O)c2ccccc2)[C@@H](CO)O1)NCc1ccc(Cl)c(Cl)c1,-7
COc1ccc(CN(CCN2CCOCC2)C(=O)c2cc(F)cc(F)c2)cc1OC,-7
C/C(C=NNC(=O)CSc1nc2ccccc2n1C)=C\c1ccccc1,2
CC[C@]1(c2ccc(C)cc2)C(=O)N(C(=O)OC(C)C)N1C(=O)OC(C)C,6
CCCCOCCCNC(=O)C[C@H]1C(=O)N(CCCOC)C2=CCCCC[C@]21C(=O)OC,-1
C#CCN(Cc1cccc(F)c1)C(=O)c1nnc2c3ccccc3n(S(=O)(=O)c3ccc(C)cc3)c2n1,-1
COC(=O)C1=C(C)N(C)C(=NCc2cccc(C(F)(F)F)c2)NC1c1ccc(Cl)cc1 (configuration not stated),-3
COC(=O)[C@]12C[C@H](CC(=O)NCc3cccc4ccccc34)C(=O)N(Cc3ccccc3)C1=C[C@H](C(C)C)O[C@@H]2C1CC1,17
CC(C)CC(NC(=O)OCc1ccccc1)C(=O)NCC(=O)NCC(=O)OCc1ccccc1 (configuration not stated),20
COC(=O)[C@]12C[C@H](CC(=O)NCc3cccs3)C(=O)N(CCC3=CCCCC3)C1=C[C@H](C(C)(C)C)O[C@@H]2C,24
COC(=O)[C@H]1C[C@@]2(Oc3ccc(Br)cc3)c3ccccc3N(C(=O)OC(C)(C)C)[C@H]2N1C(=O)OC(C)(C)C,14
CC(C)(C)NC(=O)CN1C(=O)[C@@H](Cc2c[nH]c3ccccc23)N=C(c2ccccc2)c2ccccc21,4
COC(=O)Cc1nnn2c1[C@@H](C)[C@@H](c1ccccc1Br)OC[C@@H]2c1ccccc1,-2
O=C(C(=O)N1CCN(S(=O)(=O)c2ccc(Cl)cc2)CC1)c1cccc(C(F)(F)F)c1,14
COCCN(CCOC)C(=O)[C@H](CCc1ccccc1)NC(=O)[C@H]1O[C@@H](n2cnc3c(N)ncnc32)[C@H](O)[C@@H]1O,9
COC(=O)C1=CN(c2ccc3c(c2)OCO3)C(N)=C(C#N)C1c1ccc(-c2ccccc2)cc1 (configuration not stated),-7
COC(=O)[C@]12C[C@H](CC(=O)NCc3ccc(C)o3)C(=O)N(Cc3cccc4ccccc34)C1=C[C@H](C(C)(C)C)O[C@@H]2C,20
Cc1ccc(C(=O)NCCN2C(=O)C3C4C=CC(C4)C3C2=O)cc1 (configuration not stated),-3
CCN(CC)C(=O)c1oc(=O)c2ccccc2c1-c1ccc(C)cc1,12
C#CCN1C[C@@]2(O)CC[C@@H](O)[C@@H](OC)[C@@H]2[C@@]1(C)[C@H](O)CC=C(C)C,1

# Sorted by SMILES length (lowest first): 3 of the compounds above.
SMILES,CCHFV vOTU inh
COC(=O)[C@H](C(C)C)N(CCCc1cn(Cc2ccc(C)cc2)nn1)S(=O)(=O)c1ccccc1Br,9
C#CCN1C[C@@]2(O)CC[C@@H](O)[C@@H](OC)[C@@H]2[C@@]1(C)[C@H](O)CC=C(C)C,1
COC(=O)[C@H]1C[C@@]2(Oc3ccc(Br)cc3)c3ccccc3N(C(=O)OC(C)(C)C)[C@H]2N1C(=O)OC(C)(C)C,14

# Continued.
SMILES,CCHFV vOTU inh
Cc1ccc2nc(-c3cccc(Br)c3)c(Cc3ccsc3)n2c1,-4
O=C(c1ccccc1OCc1ccccc1)N(Cc1ccccn1)CC1CCCO1 (configuration not stated),-4
C=CCN1[C@H](C)COc2cc(N3CCSCC3)ccc2S1(=O)=O,0
O=C(CSc1nnc(-c2ccccc2)n1-c1ccccc1)Nc1cccc2ccccc12,2
O=C(CSc1nc2ccccc2n1Cc1ccccc1Cl)NN=C/C(Br)=C/c1ccccc1,2
COCCN(Cc1ccc(C)cc1)C(=O)[C@H]1O[C@@H](n2cnc(C(N)=O)n2)[C@H](O)[C@@H]1O,3
COc1ccc(CNC(=O)CCNS(=O)(=O)c2ccc3[nH]c(=O)oc3c2)cc1,5
Brc1cccc(CN2CCN(c3ncc(Cc4ccccc4)cn3)CC2)n1,-5
CC(C)c1[nH]nc2c1C(c1ccc3c(c1)OCO3)NC2=O (configuration not stated),-5
COC(=O)[C@]12C[C@H](CC(=O)NCCCCc3ccccc3)C(=O)N(Cc3ccccc3)C1=C[C@H](C(C)C)O[C@@H]2C1CC1,26
COC(=O)[C@]12C[C@H](CC(=O)N3CCCC3)C(=O)N(Cc3ccc(Cl)cc3Cl)C1=C[C@H](C1CCCC1)O[C@@H]2C,-1
C[C@@H]1CNC(=O)c2c(C(=O)N(C)Cc3ccccc3)ncn21,4
CC(=NNc1ccc2ccccc2n1)c1ccccn1,-7
CCOC(=O)[C@@]12CN(C(=O)OC(C)(C)C)CC=C1N(Cc1ccc(OC)cc1)C(=O)[C@H]2CC(=O)NCCc1ccccc1OC,13
O=C(CCc1ccccc1-c1ccccc1CCNC(=O)c1cccc(F)c1)NCc1ccccc1,-1
COc1cccc(CNS(=O)(=O)c2cc3c(cc2Br)CC(C)N3C(C)=O)c1 (configuration not stated),-2
CCc1ccccc1NC(=O)CSc1nnc(-c2cccs2)o1,-9
O=S1(=O)C=CCN1Cc1cn(Cc2ccc(Cl)cc2)nn1,-3
Cc1ccc(CN2CC=CS2(=O)=O)cc1,-6
COc1ccc(C(=O)NCC2CCN(C(=O)C(=O)c3cccs3)CC2)c(OC)c1,0
CC(=O)CC[C@@H]1CC[C@]2(CCCN(C(=O)c3ccno3)C2)O1,-4
C#CCN(CC=C)Cc1ccc(OC)cc1OC,-7
CN(CCOC(=O)c1cc2ccccc2o1)C1CN(Cc2cn(Cc3ccc([N+](=O)[O-])cc3)nn2)S(=O)(=O)C1 (configuration not stated),2
COC(=O)c1cc2c(c3c4ccccc4n(S(=O)(=O)c4cccc(C)c4)c13)C(=O)N(Cc1ccccc1OC)C2,9
CC1=NC2=CC=CC3=NC(C(Cl)(Cl)Cl)=NC(=N1)N23,1
CCCCCCCCN1C(=O)[C@H](CC(=O)N2CCOCC2)C[C@@]2(C(=O)OC)CC(C)(C)CC=C12,29
C[C@H](c1ccccc1)N1C[C@@H](COCc2ccccc2)Oc2cccc(N3CCCC3)c2S1(=O)=O,1
O=C(C1CCCN(S(=O)(=O)c2ccc([N+](=O)[O-])cc2)C1)N1CCN(Cc2ccccc2)CC1 (configuration not stated),3
COC(=O)c1cc2c(c3c4cc(OC)ccc4n(S(=O)(=O)c4ccc(F)cc4)c13)C(=O)N(CC(C)C)C2,2
O=C(c1cccs1)N1CC[C@H]2[C@H](CCCN2Cc2cc(F)cc(F)c2)C1,3
C[C@@H]1C=CCCO[C@]12C(=O)Nc1ccccc12,-9
COc1ccc(OC)c(S(=O)(=O)N(CCc2ccc(OC)c(OC)c2)Cc2cccs2)c1,4
O=C(CC1CCCC1)N[C@@H](Cc1cccnc1)C(=O)N1CCC[C@H]1C(=O)NCCc1ccccc1Cl,-3
CCCCCCCCN1C(=O)[C@@H](CC(=O)N2CCCC2)C[C@@]2(C(=O)OC)C1=C[C@H](C(C)(C)C)O[C@@H]2C,27
COC1=CC(=O)OC(c2cccc([N+](=O)[O-])c2)C1 (configuration not stated),-4
N#Cc1ccc(Cn2ccc3ccc(-c4ccc5ccn(C(=O)C6CCC6)c5c4)cc32)cc1,3

# Of the compounds above, these have a furan ring, fused or not:
SMILES,CCHFV vOTU inh
COC(=O)[C@]12C[C@H](CC(=O)NCc3ccc(C)o3)C(=O)N(Cc3cccc4ccccc34)C1=C[C@H](C(C)(C)C)O[C@@H]2C,20
CN(CCOC(=O)c1cc2ccccc2o1)C1CN(Cc2cn(Cc3ccc([N+](=O)[O-])cc3)nn2)S(=O)(=O)C1 (configuration not stated),2

# (cont.)
SMILES,CCHFV vOTU inh
Cc1ccc(CN2CC=CCS2(=O)=O)cc1,6
CC(C)NC(=O)C1(C)CN(S(C)(=O)=O)CC(=O)N1C1CCN(Cc2ccccc2)CC1 (configuration not stated),-6
CCC(NC(=O)c1ccc2c(ccn2Cc2cccc(-c3ccc(C(=O)O)cc3)c2)c1)c1ccccc1 (configuration not stated),32*
CCc1c(-c2ccc(F)cc2F)ncn1CCc1ccccc1OC,18
Fc1ccccc1-c1n[nH]c(=S)n1N=Cc1ccc(-c2ccccc2)cc1,8
Cc1cc(Br)c2nc(-c3cccc(Br)c3)c(Cc3cccc(Cl)c3)n2c1,1
O=C(OC12CCCN(C1)/C(=C/c1ccccc1)C2)c1ccc(Cl)cc1 (configuration not stated),7
CC(CCN1CCC(C(O)(c2ccccc2)c2ccccc2)CC1)Oc1ccc(C#N)cc1F (configuration not stated),13
O=S(=O)(c1ccccc1)N1CCCc2nc(-c3ccccc3)ccc21,-1
C[C@@H]1NS(=O)(=O)c2ccc(F)cc2O[C@@H]1c1ccccc1,7
C#CCN1CC(COCCCC)Oc2cccc(Oc3ccc(C(C)(C)C)c(C)c3)c2S1(=O)=O (configuration not stated),2
O=C1CCC2(CCC(c3ccccc3)CC2)N1CCCO (configuration not stated),-2
O=C1Nc2ccccc2-n2nnnc2C1N1CCN(c2ccc(F)cc2)CC1 (configuration not stated),29
COc1ccc(CNS(=O)(=O)c2ccccc2Br)c(OC)c1,16
Cc1ccc(-n2c(SCC(=O)NN=Cc3c[nH]c4ccccc34)nnc2-c2ccccc2)cc1,15
Cc1cc(N2CCNC[C@@H]2C)ccc1N1CCN(Cc2ccccc2)[C@@H](C)C1,-3
Cc1cccc(CCNC(=O)c2cc3ccccn3n2)c1,0
COC(=O)[C@]12C[C@H](CC(=O)NCc3ccc(OC)c(OC)c3)C(=O)N(CCC3=CCCCC3)C1=C[C@H](C(C)(C)C)O[C@@H]2C,15
COc1ccc2[nH]c3c(c2c1)CCN[C@]31C(=O)N(Cc2cn(Cc3ccccc3)nn2)c2ccc(F)cc21,6
O=C(Nc1c(-c2ccccc2)[nH][nH]c1=O)c1cccs1,6
O=C(NCc1ccc(C(=O)NC2CCCC2)cc1)c1cccc(Br)c1,8
COC(=O)C(C(=O)OC)c1ncccc1NS(=O)(=O)c1ccc(C)cc1,10
CCN(CC)C(=O)CC[C@H]1CC[C@]2(CCCN(C3CCCCC3)C2)O1,1
COc1ccc(C(=O)CC2(O)C(=O)N(CN3CCOCC3)c3ccc(Br)cc32)cc1 (configuration not stated),-3
COC(=O)C1CN(Cc2ccccc2)CCS(=O)(=O)N1Cc1cn(Cc2ccc(C)cc2)nn1 (configuration not stated),-1
C[C@@H]1CCN(C2CC2)S(=O)(=O)c2ccc(N3CC[C@H](O)C3)cc2O1,0
CC(C)(C)c1ccc(-c2nnc(SCC(=O)Nc3ccc4cn[nH]c4c3)n2-c2ccc(Cl)cc2)cc1,14
COCCCNC(=O)C[C@H]1C[C@@]2(C(=O)OC)C(=C[C@H](C(C)(C)C)O[C@@H]2C)N(CCc2ccc(OC)c(OC)c2)C1=O,2
COC(=O)[C@]12CCCCC=C1N(CCc1ccc(OC)c(OC)c1)C(=O)[C@H](CC(=O)NCCCN1CCCC1=O)C2,-4
C[C@@H]1ON(C)[C@H]2C[C@H]3c4[nH]c5c(-c6ccc7c(c6)OCO7)cccc5c4CCN3C[C@@H]12,-2
O=C(NCCc1ccccc1Cl)[C@@H]1CCCN1C(=O)[C@@H](NC(=O)N1CCOCC1)c1ccccc1,9
O=Nc1ccc(Cl)cn1,2
COc1ccc(S(=O)(=O)N2CCCc3nc(C)c(C)cc32)cc1,-10
C[C@@H]1[C@@H](O)C[C@@]2(C[C@H](O)c3cc(F)ccc3O2)O[C@H]1c1ccccc1Cl,-4
COc1ccc2cc(C(=O)CS(=O)(=O)c3ccc(Cl)cc3)c(=O)oc2c1,-1

# Copied from the listing (two entries):
SMILES,CCHFV vOTU inh
COC(=O)C1CN(Cc2ccccc2)CCS(=O)(=O)N1Cc1cn(Cc2ccc(C)cc2)nn1 (configuration not stated),-1
C[C@@H]1CCN(C2CC2)S(=O)(=O)c2ccc(N3CC[C@H](O)C3)cc2O1,0
